Tn7 DDE FP: DD(E)-Tn7 binding inhibition, primary FP screen. P02675. FP displacement of FITC-Tn7 peptide from fibrin DD(E); 0% = median of compound wells per plate. inhibition, % at 8.3 µM. 370,000 compounds, 0.13% hits;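 active = inhibition above the mean of compounds falling within the control limits plus 3 SD of them, cut at about 14% in these data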;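 also: 0% = plate median of compound wells and 100% = 10 µM Aha-Tn7 peptide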
Target sequence (P02675 whole entry, looked up): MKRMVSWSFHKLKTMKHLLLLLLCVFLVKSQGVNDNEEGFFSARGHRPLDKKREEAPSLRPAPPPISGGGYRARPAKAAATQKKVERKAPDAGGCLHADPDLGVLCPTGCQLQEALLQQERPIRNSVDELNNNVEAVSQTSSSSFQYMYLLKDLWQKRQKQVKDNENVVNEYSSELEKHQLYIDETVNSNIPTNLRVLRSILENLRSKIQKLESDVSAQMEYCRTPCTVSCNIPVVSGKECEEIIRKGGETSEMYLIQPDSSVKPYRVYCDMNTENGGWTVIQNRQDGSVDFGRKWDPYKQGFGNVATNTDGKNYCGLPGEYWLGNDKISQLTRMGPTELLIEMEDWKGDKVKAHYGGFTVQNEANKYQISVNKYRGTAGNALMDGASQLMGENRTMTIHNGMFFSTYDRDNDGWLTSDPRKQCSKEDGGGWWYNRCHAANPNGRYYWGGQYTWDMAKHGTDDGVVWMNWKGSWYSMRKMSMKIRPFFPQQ
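Assay system: Fibrin-DD(E) protein isolated from polymerized human fibrin clots; read-out basis: percent inhibition; medium: Tris/NaCl/CaCl2 buffer, pH 7.8; signal: FP measurement; incubation: 10 min plus 3 h, room temperature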
ASAP1 GAP inh: ASAP1 ArfGAP inhibition. 360,000 compounds, 0.19% hits. inhibition, % at 16.5 µM. AID 624377. ASAP1-stimulated ARF1 GTP hydrolysis, GDP FP detection; in the data active = inhibition above about 25%;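 also: 0% = vehicle with enzyme and substrate and 100% = no enzyme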
Target sequence (Q9ULH1 325-724 limits assumed): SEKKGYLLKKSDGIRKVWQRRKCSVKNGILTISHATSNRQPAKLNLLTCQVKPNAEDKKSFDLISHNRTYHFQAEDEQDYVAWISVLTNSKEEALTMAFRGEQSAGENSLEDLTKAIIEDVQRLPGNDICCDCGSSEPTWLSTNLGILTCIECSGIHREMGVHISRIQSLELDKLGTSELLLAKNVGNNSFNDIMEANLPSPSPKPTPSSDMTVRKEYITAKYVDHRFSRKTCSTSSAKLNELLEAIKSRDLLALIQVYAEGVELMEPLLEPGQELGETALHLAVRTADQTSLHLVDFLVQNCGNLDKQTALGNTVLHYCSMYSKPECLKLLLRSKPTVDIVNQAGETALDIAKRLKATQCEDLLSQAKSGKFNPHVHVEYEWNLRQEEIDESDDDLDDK
TDP2 inh: TDP2 (human) inhibition, absorbance primary screen. 370,000 compounds, 0.34% hits. inhibition, % at 12.8 µM. O95551. AID 720702. recombinant TDP2, T5PNP hydrolysis, p-nitrophenol absorbance 415 nm;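 active = inhibition above the mean of all tested compounds plus 3 SD, set per campaign, cut at about 25% in these data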;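 also: 0% = DMSO with enzyme and 100% = buffer with substrate but no TDP2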
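System: recombinant human TDP2 / Amount: 120 nM TDP2 per well / Also added: 5 mM T5PNP chromogenic substrate / Doses: 12.8 µM single point, 1% DMSO / Incubation: 2 h at 37 °C / Detection: p-Nitrophenol epi absorbance / Evaluation: % inhibition relative to enzyme-containing and enzyme-free wells / Repeats: singlicate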
LEDGF integ inh: blocks HIV-1 LEDGF/p75-dependent DNA integration; 370,000 compounds, 0.64% hits; TR-FRET IN-LEDGF/p75 DNA integration, Eu/Cy5; AID 743269; inhibition, % at 3.7 µM;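 active = inhibition above the screen-wide mean plus 3 SD, cut at about 13% in these data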;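 also: signal is the Cy5 over europium emission ratio at 671 and 618 nm; 0% = plate median of compound wells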
ARFGAP1 inhibitor: inhibits rat ARF GTPase activating protein 1 | Q62848 | Arfgap1-stimulated ARF1 GTP hydrolysis, GDP FP detection | inhibition, % at 16.5 µM | 360,000 compounds, 0.26% hits | AID 651572;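 active = inhibition above a per-plate limit, mean inhibition of low control wells plus 3 SD, cut at about 25% in these data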;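 also: 0% = DMSO wells with enzyme and 100% = wells lacking Arfgap1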
Target sequence (Q62848 1-136 limits assumed): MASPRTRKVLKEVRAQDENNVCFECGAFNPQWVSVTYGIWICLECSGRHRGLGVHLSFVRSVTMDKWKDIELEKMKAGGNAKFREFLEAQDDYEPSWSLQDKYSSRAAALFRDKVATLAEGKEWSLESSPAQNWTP
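Assay system: purified rat His6-Arfgap1 residues 1-136 (GAP domain); Reagent: human Δ17 ARF1 bound to GTP; Dosing: 16.5 µM single point, 1.26% DMSO; Times: GTP hydrolysis reaction 2 h at 25 °C; Signal: FP, GDP Alexa 633 tracer displaced from anti-GDP antibody, 620/688 nm; Measure: % inhibition from polarization.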
ADAM10 inh: inhibitors of human ADAM10 | recombinant ADAM10, EDANS/DABCYL FRET peptide cleavage, 3 h | inhibition, % at 7 µM | 370,000 compounds, 0.62% hits | AID 720582;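 active = inhibition above a per-campaign cutoff equal to the mean of compounds falling between control-based bounds plus 3 SD, cut at about 20% in these data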;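 also: 0% = DMSO wells while the 100% control is not disclosed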
KLK7 zymogen act: activates the human kallikrein-7 zymogen; P49862; purified proKLK7, EDANS-DABCYL substrate fluorescence; 100% is mature enzyme control, 0% vehicle; activation, % at 7 µM; 370,000 compounds, 0.9% hits; AID 652039;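 active = activation above the mean of all tested compounds plus 3 SD, computed per campaign excluding outliers beyond control limits, cut at about 13% in these data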
ADAM17 inh: inhibits human ADAM17; P78536; recombinant ADAM17, EDANS/DABCYL FRET peptide cleavage; inhibition, % at 6.95 µM; 370,000 compounds, 0.83% hits; AID 720648;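 active = inhibition above the mean of compounds lying between control limits plus 3 SD, set per campaign, cut at about 8.5% in these data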;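 also: 0% = DMSO-only wells as the low control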
PLCg1 inh: blocks human PLC-gamma1 enzyme activity. P19174. purified PLC-gamma1, fluorogenic substrate, fluorescence. inhibition, % at 12.2 µM. 370,000 compounds, 0.84% hits. AID 720700; in the data active = inhibition above about 9.5%
DDE Tn6 FP inh: inhibitors of Tn6 peptide binding to human fibrin DD(E); Fibrin DD(E) TRITC-Tn6 fluorescence polarization displacement; inhibition, % at 8.3 µM; 370,000 compounds, 0.21% hits; AID 720509;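 active = inhibition above a per-campaign cutoff: mean of compounds within control limits plus 3 SD, cut at about 15% in these data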;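 also: 0% = median of all compound wells on the plate and 100% = blocking peptide control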
An asterisk follows results filed as active; i = inactive; x = no result given.

SMILES	Tn7 DDE FP	ASAP1 GAP inh	TDP2 inh	LEDGF integ inh	ARFGAP1 inhibitor	ADAM10 inh	KLK7 zymogen act	ADAM17 inh	PLCg1 inh	DDE Tn6 FP inh
N#Cc1ccc(C2=CC(=O)C[C@H](c3ccc4c(c3)OCO4)C2)cc1	-1	11	2	1	8	0	0.1	-2	-2	-1
COC(=O)c1ccc(NC(=O)Cn2cnc3c(nnn3-c3cccc(OC)c3)c2=O)cc1	6	-3	7	1	0	-1	0.1	0	1	4
O=C(/C=C/c1cccc(Br)c1)NC1CCN(Cc2ccccc2)CC1	-5	0	3	-2	0	5	0.2	-5	3	-10
Clc1ccc(CO/N=C/c2c(-c3ccccc3)nc3n2CCS3)c(Cl)c1	3	-5	13	-3	9	0	-2.5	-4	0	3
c1ccc(Oc2ccc(-c3ccnc4nc(N5CCOCC5)nn34)cc2)cc1	4	1	3	3	-4	-452	-89	-167	i	-2
O=C(COc1ccc(Br)cc1)Nc1ccccc1C(=O)NC1CC1	-3	-5	-1	-3	4	-10	0.1	-1	2	-3
CC(=O)N/C(=C\c1ccccc1)C(=O)OCC(=O)N(C)C1CCCCC1	-4	-16	5	-3	14	0	0.6	2	4	1
COc1cc(OC)cc(-c2cc(N)n(S(=O)(=O)c3cccc4nsnc34)n2)c1	1	0	0	-4	-10	8	0.2	2	2	-4
COc1cc(/C(C)=N/N2CCN(Cc3ccc(C)cc3)CC2)ccc1O	3	4	-11	1	4	3	-0.2	1	2	0
Clc1ccccc1C1CC(c2ccccc2)=Nc2ccccc2N1 (configuration not stated)	5	6	-11	0	1	-7	0.5	-1	-7	-3
Cc1ccc2nc(-c3ccc(NC(=S)NC(=O)CC(C)C)cc3)sc2c1	4	4	-2	-1	2	-36	0.3	-20	-5	3
Cc1ccc(NC(=S)NNC(=O)CSc2nc3ccccc3c(=O)n2-c2ccc(Cl)cc2)cc1	0	x	-4	-1	x	15	0.0	5	-1	-1
Cc1ccc(CC2(C)C(=O)Nc3c(Cl)ccc(Cl)c32)cc1 (configuration not stated)	-5	-7	-11	0	-1	14	-0.2	6	1	-2
CCN(CC)CCCNC(=O)Cn1ncc2c(=O)oc3ccc(C)cc3c21	1	-2	-11	6	-3	4	-0.8	1	4	-8
O=C(O)CCCC(=O)Nc1ccn(-c2ccccc2)n1	-8	4	-7	13	13	3	0.0	1	5	-5
O=C(NCc1ccco1)C(c1ccncc1)N(C(=O)Cn1nnc2ccccc21)c1ccccc1F (configuration not stated)	0	-4	5	2	4	-8	0.0	-4	2	-4
COc1cc(CC2C(=O)Nc3ccccc32)cc(C)c1O (configuration not stated)	5	9	-5	-4	-3	-2	0.0	-6	-1	-1
CCc1nc2ccccc2c(C(=O)OCc2nc3ccccc3c(=O)[nH]2)c1C	2	10	8	-5	13	-47	0.7	-12	-7	-4
CCCCCNC(=O)C(C1CC1)n1c(=O)c(-c2ccccc2)nc2ccccc21 (configuration not stated)	-5	10	1	2	4	-313	2.3	-70	-52	3
COc1ccc(OCCOCCN2CCOCC2)cc1	2	10	13	3	2	-4	0.4	-4	0	1
O=C(c1ccc(Cl)cc1)C1CCN(C(=O)N2CCOCC2)CC1	3	0	5	0	10	5	0.0	0	2	0
COCCCNC(=O)c1ccc([N+](=O)[O-])c(Cl)c1	4	1	-8	0	-4	-10	1.0	-3	5	1
Cc1ccc(S(=O)(=O)N2CCN(C(=O)CSc3ncc(C(F)(F)F)cc3Cl)CC2)cc1	1	0	1	-1	7	5	-0.6	-1	0	-4
COc1ccc(C(=O)N2CCN(c3ccc(N4CCOCC4)nn3)CC2)cc1OC	-1	-3	-3	-7	-1	-447	4.2	-164	-290	2
CC(C)(C)OC(=O)N1CCC(NC(=O)c2nc[nH]c2C(=O)NCC(=O)OCc2ccccc2)CC1	4	-1	-3	-1	1	23*	-0.5	8.7*	2	2
O=C(CSc1nc2c(c(=O)n1-c1ccccc1)SCC2)N1CCN(c2ccccc2)CC1	4	-4	10	0	-3	-14	0.6	-5	-2	-8
COC(=O)[C@]12CCCCC=C1N(Cc1ccc(OC)cc1)C(=O)[C@@H]2CC(=O)NCc1ccccc1	-10	x	-4	-4	x	0	-0.3	-3	3	-7
COc1ccc(N2CC(C(=O)Nc3nnc(SCc4cccnc4)s3)CC2=O)cc1 (configuration not stated)	6	6	2	1	3	4	0.4	-2	-6	0
CCC(=O)Nc1ccc(C(=O)N2CCN(C(=O)c3ccco3)CC2)cc1	-4	0	-5	-5	6	-2	0.2	-1	-1	7
COc1cccc(C2C(C#N)=C(N)N(N(C)C)C3=C2C(=O)CC(C)(C)C3)c1 (configuration not stated)	13	-8	-7	-4	-4	8	0.0	-5	-4	0
Cc1c(Cl)ccc2c1NC(=O)C21NC(CCC(N)=O)[C@H]2C(=O)N(c3ccc(Cl)cc3)C(=O)[C@H]21 (some centres not stated)	4	5	-5	-4	-6	4	0.8	1	3	4
O=C(Cc1ccon1)c1ccc(O)cc1O	-1	4	3	3	-9	6	-0.2	2	-2	-5
COc1ccc(Nc2ccc(N3C(=O)CC(C)C3=O)cc2[N+](=O)[O-])cn1 (configuration not stated)	8	1	-8	-2	-2	3	0.4	-3	3	-2
Cc1cc(=O)oc2cc(OCC(=O)Nc3nnc(CC(C)C)s3)ccc12	-8	12	3	2	0	-43	-0.7	-10	-8	6
CN(c1ncc(C(F)(F)F)cc1Cl)n1cc(C(N)=O)c2ccccc2c1=O	0	-12	7	0	8	2	-0.4	0	2	4
CCOc1ccc(S(=O)(=O)NCc2cccnc2)cc1NC(=O)c1ccccc1	-1	-8	4	3	-1	-6	0.0	-1	-1	2
CN(C)c1ccc(/C=N/NC(=O)C(O)c2ccc(Br)cc2)cc1 (configuration not stated)	-3	-4	-12	3	-10	-201	-0.2	-45	-24	-3
O=C(NCCN1C(=O)S/C(=C\c2ccc(Cl)cc2)C1=O)c1ccc(F)c(S(=O)(=O)N2CCOCC2)c1	7	-8	-10	0	2	0	0.8	5	0	12
O=C(NC(c1ccccc1)c1ccc2ccccc2n1)C1CCN(CCOc2ccc(Cl)cc2)CC1 (configuration not stated)	1	13	-1	-5	-5	-8	-0.5	2	2	-6
COCCNC(=O)C1CCCN(C(=O)c2cc(C(C)(C)C)nn2C)CC1 (configuration not stated)	-1	-4	-9	-2	-13	-6	0.0	-2	-2	-1
CCC(C)(C)C1CCc2c(sc(NC(=O)c3cccs3)c2C(N)=O)C1 (configuration not stated)	-2	3	9	1	9	0	-0.8	-2	-5	2
O=C(NCc1ccccc1F)c1cccc(S(=O)(=O)NCc2ccccc2)c1	-5	11	-5	-3	-6	-3	0.1	-4	2	-1
CC(C(=O)Nc1ccc2c(c1)OCCO2)N(C)Cc1c(F)cccc1Cl (configuration not stated)	-10	18	0	1	8	0	0.4	6	3	-6
Cc1c(Cl)cccc1NC(=O)CSc1nnc(CCNC(=O)OC(C)(C)C)o1	2	-19	-4	-3	0	-2	0.5	0	-2	4
COc1ccc(C[C@H]2CN3C(=NC[C@@H]3C(C)C)N2C[C@H](C)NC(=O)c2ccc(C)c(Br)c2)cc1	5	13	-5	-3	-2	-1	0.3	-3	6	6
FC(F)Sc1ccc(NC2=NCCCCC2)cc1	-4	8	-11	3	-6	3	0.8	0	2	-3
CC(C)CCNC(=O)C(=O)NCc1ccccc1	4	-1	14	-1	-2	-5	-0.1	-8	0	4
Cc1noc(NS(=O)(=O)c2ccc(NC(=O)C(Cl)(Cl)Cl)cc2)c1C	2	0	-9	0	2	-4	-0.3	-5	7	-10
CC(C)(C)C(=O)CSc1nnc(Nc2ccccc2)s1	2	7	-6	1	10	7	-0.2	3	3	-4
COc1ccc(Oc2c(OC)cc([N+](=O)[O-])c3ncccc23)cc1	1	11	-7	-1	1	1	0.5	5	3	-4

A draw from above in order of count of non-hydrogen atoms, largest number first.
SMILES	Tn7 DDE FP	ASAP1 GAP inh	TDP2 inh	LEDGF integ inh	ARFGAP1 inhibitor	ADAM10 inh	KLK7 zymogen act	ADAM17 inh	PLCg1 inh	DDE Tn6 FP inh
Cc1c(Cl)cccc1NC(=O)CSc1nnc(CCNC(=O)OC(C)(C)C)o1	2	-19	-4	-3	0	-2	0.5	0	-2	4
CCC(C)(C)C1CCc2c(sc(NC(=O)c3cccs3)c2C(N)=O)C1 (configuration not stated)	-2	3	9	1	9	0	-0.8	-2	-5	2
CC(C)(C)C(=O)CSc1nnc(Nc2ccccc2)s1	2	7	-6	1	10	7	-0.2	3	3	-4
CC(C)CCNC(=O)C(=O)NCc1ccccc1	4	-1	14	-1	-2	-5	-0.1	-8	0	4

Other structures follow.
SMILES	Tn7 DDE FP	ASAP1 GAP inh	TDP2 inh	LEDGF integ inh	ARFGAP1 inhibitor	ADAM10 inh	KLK7 zymogen act	ADAM17 inh	PLCg1 inh	DDE Tn6 FP inh
CC1CN(C(=O)C(C)OC(=O)c2ccc3ncsc3c2)CC(C)O1 (configuration not stated)	7	11	-2	-7	7	-11	-0.6	-1	0	4
CCN(CC)c1ccc(C(=O)NN)cc1	1	-15	-4	2	2	4	0.4	-4	-32	-3
N=c1ccn(Cc2c(Cl)cccc2Cl)cc1	-3	-9	-8	5	0	6	0.4	-4	-4	3
CC(=O)c1ccc(-c2ccc(C(=O)NC3CC(C)(C)NC(C)(C)C3)o2)cc1	3	3	2	-1	-8	i	34*	i	-387	-5
Cc1ccc(/C=[N+](/C)[O-])cc1	-1	-3	2	-2	-10	1	-0.1	-1	4	-4
CCOC(=O)c1c(C)[nH]c(C(=O)OCC(=O)N(C)C2CCS(=O)(=O)C2)c1C (configuration not stated)	4	-6	-10	-1	-4	1	0.7	-2	-4	1
CC(C)(C)[C@@H]1COC(=O)[C@H](Cc2ccc(F)cc2)C/C=C\C[C@@H](CC(=O)NCCO)C(=O)N1	-10	-5	3	1	0	-1	0.7	0	2	5
Cc1cn([C@H]2C[C@H](N=[N+]=[N-])[C@@H](CO)O2)c(=O)[nH]c1=O	-2	-12	7	-2	-3	-7	-0.2	-4	0	9
Cc1nnc(N(C(=O)c2cnccn2)c2ccccc2)s1	-2	14	3	1	-4	-3	0.3	-2	-1	2
CCOC(=O)CN(C(=O)CNC(=O)c1ccco1)C(C(=O)NC1CCCCC1)c1cccnc1 (configuration not stated)	-4	-13	7	1	-3	0	0.5	1	0	-5
Cc1cc(=O)n2nc(N3CCCC(C(=O)N4CCN(C)CC4)C3)sc2n1 (configuration not stated)	-3	-3	0	4	9	-2	-0.6	-5	-3	-4

From PubChem BioAssay

No enrichment for hits; about 4.2% have a hit in one of these screens.
